# SRC3 TRFRET art = flags TR-FRET format artefacts in PPARgamma SRC-3 recruitment agonist screen | TR-FRET ratio at 8 µM | TR-FRET artefact counter-screen, PPARgamma/SRC-3 format; stronger effect = higher value | 0.39% of 99,000 active | AID 1048; in the data active means TR-FRET ratio above about 2000; further: inactives centre near 1600; reference of the scale not given here
# SRC1 TRFRET art = counter-screen for PPARgamma SRC-1 recruitment agonists: TR-FRET artefact; 0.34% of 99,000 active; TR-FRET ratio at 8 µM; TR-FRET detection artefact counter-screen, emission ratio; stronger effect = higher value; in the data active means TR-FRET ratio above about 2300; further: inactives centre near 1800; reference of the scale not given here
# Active calls of the source: *. These rows are one share of the data; rates above refer to the full screens.
smiles	SRC3 TRFRET art	SRC1 TRFRET art
O=C(NNC(=O)c1ccccc1Br)c1ccccc1Cl	1389	1747
COc1ccccc1NC(=O)/C=C/c1ccc(OC)c(S(=O)(=O)N2CCOCC2)c1	1633	2006
COc1ccccc1C(=O)NCC1(c2ccccc2)CCCC1	1573	2107
C/C(=N\NC(=O)c1ccccc1)c1cc2cc([N+](=O)[O-])ccc2oc1=O	1430	1581
O=C(Nc1ccc(-c2ccc([N+](=O)[O-])cc2)cc1)c1ccccc1F	1611	1744
COc1cccc2c(SCC(=O)N/N=C/c3ccccc3)cc(C)nc12	1603	2010
O=C(Nc1nc(-c2ccccn2)cs1)c1ccc2c(c1)OCCO2	1431	2071
O=C(CCNC(=O)Cn1cnc2ccccc2c1=O)NCC1CCCO1 (stereo not drawn)	1424	1647
O=C(COc1ccccc1)NC(=S)N1CCc2ccccc21	1633	1901
CCOC(=O)c1nc(NNC(C)=O)sc1C	1743	2174
COc1ccc2cc(/C=N/NC(=O)c3ccc(CN(c4ccc(C)c(C)c4)S(C)(=O)=O)cc3)c(Cl)nc2c1	1679	2080
Cc1nc(SCC(=O)Nc2ccc(OCc3ccccc3)cc2)n[nH]1	1658	1704
CCc1nccn1-c1cc(C(C)(C)C)nc2c(-c3ccc(Cl)cc3)cnn12	1638	1489
CCOc1ccccc1OCC(=O)N/N=C(\C)Cc1ccc(OC)cc1	1584	1783
CC1CCN(C(=O)C2CCN(S(=O)(=O)c3cccc4nsnc34)CC2)CC1	1774	1927
Cc1nc2c(C(=O)NCc3cccs3)cnn2c(C)c1Cc1ccc(F)cc1	1561	1912
CN(C)C(=O)N1CCCC(C(=O)NCc2ccccc2Cl)C1 (stereo not drawn)	1534	2036
CCC(=O)Nc1ccc(NC(=S)NC(=O)/C=C/c2ccccc2)cc1	1357	1482
O=C(NCc1ccco1)/C(=C\c1ccco1)NC(=O)c1ccc(Br)o1	1521	1611
COc1ccc(NC(=S)N(CCCN2CCCC2)Cc2cccn2Cc2ccc(Cl)cc2)cc1Cl	1674	2016
COc1ccc(NC(=O)COC(=O)C2CCC(C(C)(C)C)CC2)c([N+](=O)[O-])c1 (stereo not drawn)	1607	1942
Cc1nc2ccccc2c2oc(C(=O)NCc3ccccn3)cc12	1638	2166
O=C(/C=C/c1ccc2c(c1)OCO2)NCc1cn2cc(Cl)ccc2n1	1593	1737
CC(C)N1CCC(NC(=O)Nc2ccc3c(c2)OCO3)CC1	1556	1766
CCOc1ccc(Cl)cc1/C=N/NC(N)=O	1518	1828
COc1cc(/C=N/NC(=O)CCN2CCCCC2)ccc1O	1442	1751
CCCCCCCCCn1c2c(c(=N)c3c1CCC3)CCCC2	1575	2048
Fc1cccc(Cl)c1CSc1ccc(-c2cccnc2)nn1	1821	1637
Oc1ccc(Br)cc1-c1ccn[nH]1	1677	1906
COC(=O)CC/C(=N/Nc1ccc(Cl)c(Cl)c1)C(=O)OC	1557	1875
CCOC(=O)C(=O)C1=C(N2CCOCC2)/C(=C\c2ccc(F)cc2)CC1	1740	2033
COC(=O)c1cc(C#N)c(=O)[nH]c1C	1495	1725
Cc1c(-c2cccc(Cl)c2)nc2ccccc2c1C(=O)OCC(=O)N(C)C1CCS(=O)(=O)C1 (stereo not drawn)	1484	1388
CC(=O)c1cccc(NC(=O)c2ccc3c(=O)n4c(nc3c2)CCCCC4)c1	1681	1445
CCOC(=O)c1ccc(NC(=O)Nc2cccc(C)n2)cc1	1537	1885
O=C(Cn1nnc(-c2ccccc2)n1)NNC(=O)c1ccccc1	1633	2072
COc1ccc(NC(=S)Nc2cc(C(F)(F)F)ccc2F)cc1	1648	1884
Cc1ccccc1C1CC(c2ccccc2OC(F)F)Nc2ncnn21 (stereo not drawn)	1609	1742
CC1=C(C(=O)NC(C)CCc2ccccc2)C2(CCC(C)CC2)OC1=O (stereo not drawn)	1617	1821
O=C(Cc1ccccc1)Nc1ccc(SC(F)F)cc1	1607	1726
O=C(/C=C/c1ccc(Br)o1)NCCCN1CCOCC1	1501	1699
O=C(Nc1ccccc1C(=O)N1CCCC1)c1cccc(S(=O)(=O)N2CCCCCC2)c1	1824	1888
O=C(Nc1cccc([N+](=O)[O-])c1)C(=O)N1CCCCC1	1333	1591
COc1ccc(C(=O)NNC(=S)NC(=O)c2ccc(Br)o2)cc1OC	1377	1726
C#CCOCCOCCOCCNc1nc(N2CCN(C(=O)[C@H]([C@@H](C)CC)n3cc(CCC(=O)O)nn3)CC2)nc(N2CCN(C(=O)[C@H](C)n3cc(CCCN=C(N)N)nn3)CC2)n1	1412	1808
CCS(=O)(=O)N1N=C(c2ccccc2)CC1c1ccc2nccnc2c1 (stereo not drawn)	1426	1970
COc1ccc(CNC(=O)CCc2nc3cc(S(=O)(=O)N(C)C)ccc3n2C)cc1OC	1541	1601
CC(C)(C)c1ccc(OC(=O)c2ccc(-n3cncn3)nc2)cc1	1529	1776
Cc1ccc(NC(=O)Nc2cccc([N+](=O)[O-])c2)nc1	1823	1858
O=C(NCc1cn(-c2ccccc2)nc1-c1ccc(F)cc1)c1cccc([N+](=O)[O-])c1	1340	1758

# Copied from the list:
# SRC1 TRFRET art with CC(C)(C)c1ccc(OC(=O)c2ccc(-n3cncn3)nc2)cc1 reads 1776
# SRC3 TRFRET art with O=C(Nc1ccccc1C(=O)N1CCCC1)c1cccc(S(=O)(=O)N2CCCCCC2)c1 reads 1824
# SRC1 TRFRET art with C#CCOCCOCCOCCNc1nc(N2CCN(C(=O)[C@H]([C@@H](C)CC)n3cc(CCC(=O)O)nn3)CC2)nc(N2CCN(C(=O)[C@H](C)n3cc(CCCN=C(N)N)nn3)CC2)n1 reads 1808
# SRC3 TRFRET art with Cc1ccc(NC(=O)Nc2cccc([N+](=O)[O-])c2)nc1 reads 1823
# SRC1 TRFRET art with CCS(=O)(=O)N1N=C(c2ccccc2)CC1c1ccc2nccnc2c1 (stereo not drawn) reads 1970

# Single records, as listed above. Order of values: SRC3 TRFRET art	SRC1 TRFRET art
# COc1ccc(C(=O)NNC(=S)NC(=O)c2ccc(Br)o2)cc1OC as listed: 1377	1726
# CCS(=O)(=O)N1N=C(c2ccccc2)CC1c1ccc2nccnc2c1 (stereo not drawn) as listed: 1426	1970

# Back to the main list; the two compounds before the break are reprinted first.
smiles	SRC3 TRFRET art	SRC1 TRFRET art
Cc1ccc(NC(=O)Nc2cccc([N+](=O)[O-])c2)nc1	1823	1858
O=C(NCc1cn(-c2ccccc2)nc1-c1ccc(F)cc1)c1cccc([N+](=O)[O-])c1	1340	1758
C/C(CC(C)C)=N\NC(=O)Nc1ccccc1	1756	1777
CCN(CC)S(=O)(=O)c1cccc(C(=O)N[C@H](C(=O)Nc2nc3ccccc3s2)C(C)C)c1	1816	2164
COc1ccc(C(C(=O)NC2CCCCC2)N(C(=O)CCl)c2ccc(C)cc2)cc1 (stereo not drawn)	1325	1796
CC1=C(C(=O)O)N2C(=O)[C@@H](NC(=O)[C@H](N)c3ccccc3)[C@H]2SC1	1686	1864
O=C(/C=C/c1cccc([N+](=O)[O-])c1)c1ccc2c(c1)OCCO2	1733	1735
O=C1C2C3C=CC(C2C(=O)N1c1nccs1)C1C(=O)N(c2nccs2)C(=O)C31 (stereo not drawn)	1496	1865
CC(C)C[C@@H]1NC(=O)[C@H](Cc2ccc(O)cc2)NC(=O)[C@H](CCC(N)=O)NC(=O)c2cc([N+](=O)[O-])cc(I)c2NCC[C@@H](C(N)=O)NC1=O	1420	1501
NS(=O)(=O)c1ccc(NC(=S)Nc2ccc(Br)c(Cl)c2)cc1	1538	1921
N#CC1=C(c2ccc(-c3ccccc3)cc2)COC1=O	1590	1951
CC(c1nnc(SCC(=O)Nc2ccc3[nH]c(=O)[nH]c3c2)n1Cc1ccccc1)N(C)C (stereo not drawn)	1443	1940
COC(=O)C(CCSC)NC(=O)c1cc2c(n(-c3ccccc3)c1=O)CCCC2=O (stereo not drawn)	1630	1956
O=C(N/N=C/c1ccc(Cl)cc1)c1cc(-c2cccnc2)nc2ccccc12	1493	1662
CN(Cc1ccccc1)C(=S)Nc1cccnc1	1561	1770
O=[N+]([O-])c1ccc(Cl)c2c1C1C=CCC1C(c1ccccn1)N2 (stereo not drawn)	1352	1846
Cc1ccc(N=CC2=C(O)CC(c3ccc(Cl)cc3)CC2=O)cc1 (stereo not drawn)	1648	1968
O=C1NC(c2ccc(Cl)cc2)=COc2ccccc21	1552	1910
CCC(C)(C(=O)NC1CCCC1)N(C(=O)CNC(=O)c1ccccc1)c1c(C)n(C)n(-c2ccccc2)c1=O (stereo not drawn)	1609	1863
NC(N)=Nc1nc(-c2ccccc2)c2ccccc2n1	1591	1691
CCCS(=O)(=O)c1c(S(=O)(=O)CCC)c2c(C)cccn2c1C(=O)N/N=C/c1cc(O)cc(O)c1	1555	2116
O=C(Nc1ccc2ncccc2c1)c1cc(Cl)ccc1Cl	1537	1792
CCCCNC(=O)Nc1ccccc1Br	1530	1741
Cc1ccc2nc(N/N=C/c3ccco3)cc(C)c2c1	1435	1298
CCOC(=O)c1c(C)[nH]c(C(=O)O)c1C	1318	1770
NS(=O)(=O)c1ccc(N/C=C\C(=O)c2ccc3ccccc3c2)cc1	1795	2034
CC(=O)Nc1cc(C)c(S(C)(=O)=O)c(C)c1	1514	1869
O=C(Nc1ccc(Cl)c(S(=O)(=O)N2CCOCC2)c1)c1ccccc1-c1ccc(C(F)(F)F)cc1	1570	1895
Nc1ncnc2c1ncn2[C@H]1C[C@H](O)[C@@H](CO)O1	1606	1762
O=c1ccn([C@@H]2O[C@H](CO)[C@@H](O)[C@H]2O)c(=O)[nH]1	1674	1588
COc1ccc([N+](=O)[O-])cc1NC(=O)CC1SC(=Nc2cccc(C)c2C)N(/N=C(\C)c2ccc(C)cc2)C1=O (stereo not drawn)	1582	1681
COC(=O)c1cc(-c2ccccc2)c2c(=O)n(C)c(=O)n(C)c2n1	1405	1712
C=CCN1C(=O)/C(=C2/Sc3ccc(OC)cc3N2C)SC1=Nc1cccc(O)c1	1608	1916
Cc1ccc(S(=O)(=O)N(C)C)cc1NC(=O)CSc1nc2ccccc2[nH]1	1421	2017
Cc1ccc(Cn2nnc3c(=O)[nH]c(C4CCN(S(=O)(=O)c5ccc(F)cc5)CC4)nc32)cc1	1623	1858
CCOC(=O)c1cc(NC(=O)Nc2nc3ccccc3s2)c(C)nc1C	1840	1930
NC(=O)C1=C[C@H](c2csc3ccccc23)C[C@H](OCCCCO)O1	1981	1804
Nc1nc(NC(=O)/C=C\C(=O)O)nn1-c1ccccc1	1600	1719
Clc1ccc(-c2cnc3ccccc3n2)cc1	1394	1533
CNC(=O)/C(C#N)=C/c1ccc(-c2ccc(Cl)cc2)o1	1499	1681
CCC1(C)Cc2c(sc3nc(NC)n(C)c(=O)c23)CO1 (stereo not drawn)	1512	1703
O=C(/C=C/c1ccc(Cl)cc1)N(Cc1ccccc1)c1ccccn1	1599	1630
O=C(NNC(=O)c1cccs1)c1ccc(Cl)c(Cl)c1	1559	1770
COC(=O)c1[nH]c2ccccc2c1NC(=O)/C=C/c1ccc2c(c1)OCO2	1452	1633
CC(=O)N1CCc2cc(N=NC3=C(O)CC(C)(C)CC3=O)ccc21	1774	1879
O=C(CCn1nnc2ccccc21)N1CCC(O)(c2cccc(F)c2)CC1	1408	1817
CCOCCSc1nc2c(c(-c3cccs3)c1C#N)CC/C2=C/c1cccs1	1404	1543
CN1CCN(C(=O)C2CCN(c3ncc(C(F)(F)F)cc3Cl)CC2)CC1	1393	1570
O=[N+]([O-])c1ccccc1Oc1ncccc1[N+](=O)[O-]	1495	1419
CCOC(=O)C1=C(C)NC(=S)NC1c1ccc(OC(=O)c2ccco2)cc1 (stereo not drawn)	1678	2041
CC1=C(C(=O)N2CCOCC2)C(c2ccc(OC(F)F)cc2)NC(=S)N1c1ccccc1 (stereo not drawn)	1755	2041
CN1CCN(CC(=O)N/N=C\c2c[nH]c3ccccc23)CC1	1744	1773

# Remaining list, next part
smiles	SRC3 TRFRET art	SRC1 TRFRET art
COC(=O)c1ccc(NC(C)C(=O)OC)c([N+](=O)[O-])c1 (stereo not drawn)	1478	1884
CC(=O)c1cccc(NC(=O)C2CC(=O)N(CCc3ccccc3)C2)c1 (stereo not drawn)	1361	1609
CCOC(=O)C1CCN(S(=O)(=O)c2cnc[nH]2)CC1	1591	1944
CN(C)CCCn1c(SCCN2C(=O)c3ccccc3C2=O)nc2ccccc2c1=O	1659	1995
CC(C)c1nnc(NC(=O)CS(=O)(=O)Cc2ccccc2)s1	1482	1687
CCCN(CCC)CCCNC(=O)C(NS(=O)(=O)c1ccc2c(c1)CCC(=O)N2)c1ccccc1 (stereo not drawn)	1593	1770
Cc1ccnc(NC(=O)C2COc3ccccc3O2)c1 (stereo not drawn)	1595	1996
Cn1c(=O)c2cc(NC(=O)c3ccccc3Cl)c(=O)oc2n(C)c1=O	1435	1935
CCOC(=O)C1=NOC(CNc2ncc(C(F)(F)F)cc2Cl)C1 (stereo not drawn)	1523	2052
CCNC(=O)NC(=O)COC(=O)C1CSC2(C)CCC(=O)N12 (stereo not drawn)	1641	1885
CC(=O)c1cccc(NC(=O)N2CCCC2C(=O)Nc2ccc3c(c2)OCCO3)c1 (stereo not drawn)	1629	2007
O=C(N/N=C\c1ccc(-c2ccccc2[N+](=O)[O-])o1)C1COc2ccccc2O1 (stereo not drawn)	1549	1988
Cc1nc(-c2ccccc2)sc1C(=O)NN	1545	1705
CC(=O)COc1ccc2c(-c3cccc([N+](=O)[O-])c3)cc(=O)oc2c1	1490	1660
COc1cc(/C=N/NC(=O)c2cccnc2)ccc1OCC(=O)N1CCOCC1	1615	1856
OC1CCN(C(=S)Nc2ccc(Nc3ccccc3)cc2)CC1	1612	1869
C=C1c2ccccc2NC(=S)N1Cc1ccc2c(c1)OCO2	1874	1898
CN(Cc1c(C(=O)N2CCc3ccccc3C2)nc2ccc(Cl)cn12)C(C1CC1)C1CC1	1635	1502

# Assay outcomes from PubChem.
